Yeast eIF2B: GCN4-lacZ reporter reduction in eIF2B-epsilon mutant yeast, primary screen, S. cerevisiae, eIF2B-epsilon R284H, Beta-Glo luminescence; inhibition, % at 25 µM (by protocol); hit rate 0.91% among 27,000;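 active = mutant luminescence inhibited past about 50% while wild type luminescence and mutant growth stay under set limits, limit read from the data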; also: some compounds called inactive have numbers as strong as hits
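Assay system: yeast eIF2B-epsilon R284H mutant carrying GCN4–beta-galactosidase fusion / Buffer or medium: YPD / Incubation: 16 h growth with compound at 30 °C, 90 min Beta-Glo step / Detection: Beta-Glo luminescence after Z-buffer lysis, growth by 595 nm absorbance / Read-out: % inhibition of reporter signal and growth versus controls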
Yeast tox: yeast growth toxicity, wild-type and mutant, primary screen, cytotoxicity control for eIF2B function restoration project, wild-type and eIF2Bepsilon R284H mutant, A595 | hit rate 0.3% among 30,000 | growth inhibition, % at 25 µM (by protocol) | S. cerevisiae wild-type growth, A595 turbidity, 16 h;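 active = mutant and wild-type yeast strains alike exhibit over 30% growth inhibition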;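 also: 0% = untreated cell controls and 100% = YPD media blanks without cells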
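system = S. cerevisiae wild-type or eIF2Bepsilon-R284H mutant strain | buffer or medium = YPD medium | dosing = one dose, 25 µM compound, 0.2% DMSO | schedule = 16 h at 30 °C | measured by = A595 turbidity | evaluation = growth inhibition (%) versus cell controls and blanks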
Yeast tox inhibition %: further read-out of Yeast tox, marked with its call; growth inhibition, %; S. cerevisiae eIF2Bepsilon-R284H mutant growth, A595 turbidity, 16 h;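 each compound tested once at 25 µM; 0% equals untreated cells and 100% equals cell-free medium blanks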
Yeast eIF2B mutant toxicity: second read-out of Yeast eIF2B, no call of its own (marks repeat the call); growth inhibition, %; measured here: mutant yeast growth, toxicity;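 each compound tested once at 25 µM; zero equals untreated control growth and 100 equals blank medium absorbance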
Active calls of the source: *; . = not tested or not shown.

Below each compound: Yeast eIF2B | Yeast eIF2B mutant toxicity | Yeast tox | Yeast tox inhibition %
CCC(C)NCCOc1ccc(Br)cc1 (stereo unspecified)
 : . | . | 18 | 5
CCS(=O)(=O)n1nc(C(=O)N2CCOCC2)nc1N
 : 7 | . | 6 | 0
CCOC(=O)c1ccc(N2C(=O)CC(N(C)Cc3ccccc3)C2=O)cc1 (stereo unspecified)
 : -10 | 5 | 2 | 5
COc1cccc(-c2cc(C(F)(F)F)nc(N3CCOCC3)n2)c1
 : 9 | -11 | 6 | -11
CN(c1ccc(C(=O)NCCc2ccccc2)cc1)S(C)(=O)=O
 : -16 | 7 | 11 | 7
Cc1sc(NC(=O)CSc2nnnn2C2CCCC2)c(C#N)c1C
 : 11 | . | 6 | 0
COc1ccc(CC(=O)Nc2ccc(S(=O)(=O)Nc3nccc(C)n3)cc2)cc1
 : 24 | 23 | 25 | 23
Cc1cccc(N2CCN(C(=O)C34CC5CC(CC(C5)C3)C4)CC2)c1C
 : 6 | -27 | 5 | -27
O=C1CCCc2nn(-c3ccccc3)c(-c3ccncc3)c21
 : 34 | . | 11 | 0
CCCc1nnc(NC(=O)c2c(O)c3cccc4c3n(c2=O)CC4)s1
 : 0 | -14 | -34 | -14

Remaining list, next part:
Below each compound: Yeast eIF2B | Yeast eIF2B mutant toxicity | Yeast tox | Yeast tox inhibition %
OC(CN1CCCCC1)CN1CCCCC1
 : 19 | -18 | 5 | -18
Cc1ccc2c(c1)SC1=NC(c3ccccc3)(C(F)(F)F)NC(=O)N12 (stereo unspecified)
 : -9 | . | 5 | 0
Cc1cccc(N(Cc2cc3ccccc3[nH]c2=O)C(=O)c2ccco2)c1C
 : 5 | -41 | -10 | -41
Cc1c(NC(=O)OCCNC(=O)Nc2ccccc2)sc(=S)n1C
 : 27 | 19 | 14 | 19
CC1(C)Cc2ccccc2C(=O)N1
 : 18 | -5 | -6 | -5
Nc1c2c(nc3ccc(Br)cc13)N(c1ccccc1)CC2
 : 13 | 19 | 13 | 19
CCOc1ccc(NC(=O)CSc2nccn2C)cc1
 : -11 | 5 | -4 | 5
COC(=O)c1c(-c2ccccc2)csc1N
 : 36 | -6 | 7 | -6
CC(=O)c1c(C)[nH]c(C(=O)CSc2nnc(CN3CCCCCC3=O)n2-c2ccccn2)c1C
 : 6 | 15 | 10 | 15
COc1ccc(-c2ncncc2-c2csc(C)n2)c(O)c1OC
 : -9 | -20 | 13 | -20

Filtered by structure: the compounds so far with four or more nitrogen atoms.
Below each compound: Yeast eIF2B | Yeast eIF2B mutant toxicity | Yeast tox | Yeast tox inhibition %
CCS(=O)(=O)n1nc(C(=O)N2CCOCC2)nc1N
 : 7 | . | 6 | 0
Cc1sc(NC(=O)CSc2nnnn2C2CCCC2)c(C#N)c1C
 : 11 | . | 6 | 0
COc1ccc(CC(=O)Nc2ccc(S(=O)(=O)Nc3nccc(C)n3)cc2)cc1
 : 24 | 23 | 25 | 23
CCCc1nnc(NC(=O)c2c(O)c3cccc4c3n(c2=O)CC4)s1
 : 0 | -14 | -34 | -14
Cc1c(NC(=O)OCCNC(=O)Nc2ccccc2)sc(=S)n1C
 : 27 | 19 | 14 | 19
CC(=O)c1c(C)[nH]c(C(=O)CSc2nnc(CN3CCCCCC3=O)n2-c2ccccn2)c1C
 : 6 | 15 | 10 | 15

New compounds follow:
Below each compound: Yeast eIF2B | Yeast eIF2B mutant toxicity | Yeast tox | Yeast tox inhibition %
O=C(NCCc1ccccc1)c1ccc(CS(=O)(=O)Cc2ccccc2F)o1
 : 25 | 26 | 12 | 26
COc1cccc(C(=O)Nc2c(C)n[nH]c2C)c1
 : -3 | -4 | -7 | -4
O=S(=O)(c1ccc(Cl)s1)N1CCc2ccccc2C1
 : . | . | 4 | 15
O=c1c2c(-c3cccs3)csc2ncn1-c1ccc(Br)cc1
 : . | . | 15 | 24

A different layout for part of the listing above:
O=C(NCCc1ccccc1)c1ccc(CS(=O)(=O)Cc2ccccc2F)o1
  Yeast eIF2B: 25
  Yeast eIF2B mutant toxicity: 26
  Yeast tox: 12
  Yeast tox inhibition %: 26
OC(CN1CCCCC1)CN1CCCCC1
  Yeast eIF2B: 19
  Yeast eIF2B mutant toxicity: -18
  Yeast tox: 5
  Yeast tox inhibition %: -18
COc1cccc(-c2cc(C(F)(F)F)nc(N3CCOCC3)n2)c1
  Yeast eIF2B: 9
  Yeast eIF2B mutant toxicity: -11
  Yeast tox: 6
  Yeast tox inhibition %: -11

This is a subset; the hit share may differ from the screen's.
